Compound activity deposited in PubChem BioAssay by Sanford-Burnham Center for Chemical Genomics.
UPR XBP1 act: adaptive UPR (XBP1) activation | activation, % at 20 µM | 330,000 compounds, 0.33% hits | CHO-XBP1 luciferase reporter, IRE1-XBP1 UPR activation, luminescence; percent of tunicamycin response, DMSO as zero;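 active = versus positive control, 20 µM dose yields 30% or more activation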;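 note: 100% = tunicamycin at 10 µg/mL and 0% = DMSO only wells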
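Material: CHO cell line with stable XBP1 luciferase reporter; schedule: 16-18 h cell attachment at 37 °C, then 6 h compound exposure; signal: glow luminescence from Steady-Glo reagent; medium: serum-containing F12 medium, 10% FBS; benchmarks: tunicamycin 10 µg/mL and vehicle-only wells; read-out: percent activation relative to tunicamycin reference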
UPR CHOP act: apoptotic UPR (CHOP) activation | CHO-CHOP luciferase reporter, luminescence; percent of tunicamycin response over DMSO baseline | activation, % at 10 µM | 330,000 compounds, 0.34% hits | AID 449763;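 active = at 10 µM dose, activation of 40% or more, normalized to positive control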;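 note: 100% = tunicamycin at 10 µg/mL and 0% = DMSO alone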
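Test system: CHO-CHOP cells, stable luciferase reporter of PERK-eIF2a-CHOP signalling | Quantity: 500 CHO-CHOP cells per well | Buffer or medium: F12 plus 10% serum | Compound dosing: 10 µM single point, 0.5% DMSO | Schedule: 6 h compound treatment, 37 °C | Signal: Luciferase luminescence | Control set: Tunicamycin high control, DMSO low control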
EBI2 antag: blocks human EBI2 receptor beta-arrestin signaling | AID 651636 | inhibition, % at 5 µM | P32249 | 360,000 compounds, 0.81% hits | EBI2 beta-arrestin recruitment, luminescence, 7a,25-OHC stimulated; in the data active = inhibition above about 38%;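 note: enzyme fragment complementation signal reports receptor beta-arrestin coupling in cells; 0% = agonist plus DMSO wells and 100% = wells without agonist; some results beyond the cut were filed as inactive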
Target sequence (P32249 whole entry, looked up, the tested form may be a part): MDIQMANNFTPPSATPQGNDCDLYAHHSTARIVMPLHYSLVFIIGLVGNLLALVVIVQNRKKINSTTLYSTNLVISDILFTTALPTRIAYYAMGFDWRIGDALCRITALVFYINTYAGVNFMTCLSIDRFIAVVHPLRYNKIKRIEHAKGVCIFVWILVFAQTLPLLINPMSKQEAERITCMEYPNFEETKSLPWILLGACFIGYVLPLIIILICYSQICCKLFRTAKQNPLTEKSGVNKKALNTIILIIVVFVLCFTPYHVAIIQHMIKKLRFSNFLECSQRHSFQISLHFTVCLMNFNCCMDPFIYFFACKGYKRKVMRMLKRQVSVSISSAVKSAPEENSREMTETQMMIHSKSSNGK
APJ antag: blocks the human apelin receptor APJ | inhibition, % at 20 µM | CHO-K1 APJ beta-arrestin complementation, luminescence | 330,000 compounds, 0.32% hits;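 active = inhibition above about 40% at 20 µM, limit read from the data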;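 note: cells challenged with 10 nM apelin-13 agonist together with compound; plate controls were apelin-13 plus DMSO wells for no effect and DMSO wells lacking apelin-13 for full effect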
CXCR6 block: CXCR6 (human) receptor inhibition. O00574. CHO-K1 PathHunter CXCR6 beta-arrestin, luminescence. inhibition, % at 20 µM. 360,000 compounds, 0.36% hits. AID 602244; in the data active = inhibition above about 34%, passing the limit was not always enough;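 note: antagonist mode with CXCL16 agonist at 10 nM final; 0% = 10 nM CXCL16 with DMSO and 100% = unstimulated wells without agonist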
Target sequence (O00574 whole entry, looked up): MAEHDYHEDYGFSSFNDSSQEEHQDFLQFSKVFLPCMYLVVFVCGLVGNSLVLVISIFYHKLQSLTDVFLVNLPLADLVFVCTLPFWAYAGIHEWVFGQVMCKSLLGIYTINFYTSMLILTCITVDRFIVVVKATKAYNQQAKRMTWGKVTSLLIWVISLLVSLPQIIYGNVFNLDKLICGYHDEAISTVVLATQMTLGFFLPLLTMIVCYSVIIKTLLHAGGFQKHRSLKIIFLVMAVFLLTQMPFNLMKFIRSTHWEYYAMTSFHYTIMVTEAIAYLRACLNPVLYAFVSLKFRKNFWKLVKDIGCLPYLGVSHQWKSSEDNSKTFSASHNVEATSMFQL
Mdm2 MdmX PPI: human Mdm2/MdmX binding inhibition; O15151+Q00987; SaOS-2 split-luciferase Mdm2/MdmX complementation, luminescence; inhibition, % at 8 µM; 330,000 compounds, 3% hits;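 active = inhibition of at least 50% at 8 µM in the primary screen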
APJ agonist: activates the human apelin receptor APJ. activation, % at 20 µM. P35414. 330,000 compounds, 0.11% hits. CHO-K1 APJ PathHunter beta-arrestin, luminescence; 0% DMSO wells, 100% apelin;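 active = activation more than six SD over the plate average, tested at 20 µM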;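 note: 0% = DMSO alone and 100% = apelin-13 at 10 nM; some results filed as inactive read as strong as hits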
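Material: engineered CHO-K1 APJ arrestin reporter cells; amount: 1000 CHO-K1 reporter cells seeded per well; incubation: compound stimulation 90 min at 25 °C, detection 60 min; signal: luminescent beta-gal fragment complementation, chemiluminescent substrate; read-out basis: APJ agonist activity; controls: DMSO-only wells as negative, 10 nM Apelin-13 as positive control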
CCR6 antagonist: blocks CCL20-driven beta-arrestin recruitment at human CCR6. CHO-K1 CCR6 PathHunter beta-arrestin, luminescence, CCL20-stimulated. inhibition, % at 20 µM. AID 493098. 340,000 compounds, 0.49% hits. P51684;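 active = compounds whose inhibition of the agonist-driven luminescence signal at 20 µM reaches about 50%, limit read from the data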;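 note: cells stimulated with CCL20 at 14 nM final; plate controls were DMSO with CCL20 for no effect and DMSO without agonist for full effect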
Target sequence (P51684 whole entry, looked up): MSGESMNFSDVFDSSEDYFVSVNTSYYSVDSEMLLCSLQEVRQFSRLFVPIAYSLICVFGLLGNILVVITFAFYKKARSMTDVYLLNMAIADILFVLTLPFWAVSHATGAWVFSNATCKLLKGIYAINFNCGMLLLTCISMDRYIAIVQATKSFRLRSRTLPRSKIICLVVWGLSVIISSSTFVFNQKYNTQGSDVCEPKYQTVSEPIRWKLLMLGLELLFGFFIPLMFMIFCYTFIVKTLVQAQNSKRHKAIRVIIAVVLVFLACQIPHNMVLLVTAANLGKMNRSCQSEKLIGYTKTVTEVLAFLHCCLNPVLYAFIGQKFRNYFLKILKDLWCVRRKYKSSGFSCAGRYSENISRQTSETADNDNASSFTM
tim23-1 inh: inhibits growth of tim23-1 mutant yeast; S. cerevisiae tim23-1 growth, BacTiter-Glo luminescence, 24 h; inhibition, % at 20 µM; 330,000 compounds, 1.3% hits;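 active = growth inhibition of the mutant yeast at or above 50%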;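 note: temperature-sensitive mutant grown at 25 °C; plate controls were DMSO-treated mutant yeast for no effect and medium wells lacking yeast for full effect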
An asterisk follows results filed as active.

Compound,UPR XBP1 act,UPR CHOP act,EBI2 antag,APJ antag,CXCR6 block,Mdm2 MdmX PPI,APJ agonist,CCR6 antagonist,tim23-1 inh
COc1cc(C2C(C(=O)c3ccc(C)o3)=C(O)C(=O)N2CCN2CCOCC2)ccc1OCCC(C)C (configuration not stated),-5.7,1.1,4.0,12.2,5.4,3.4,-0.1,4.0,2.0
Cn1c(NC(=O)c2cc(Cl)ccc2Cl)cc(=O)n(C)c1=O,-0.6,-2.7,-5.0,-4.6,-2.0,23.0,-3.9,-1.0,1.2
COCCn1c(=O)[nH]c2cc(C(=O)NCc3ccccc3)ccc2c1=O,-0.6,-0.5,11.5,-18.1,-1.8,-13.0,3.4,0.0,6.0
COc1ccc(-c2sc(Nc3ccccc3)n[n+]2-c2ccc(F)cc2)c(OC)c1OC,2.7,2.4,10.7,13.2,3.8,-17.2,-4.0,-7.6,18.3
CCN(CC)c1ccc(NC(=O)C(C)C)cc1,0.5,0.9,-3.0,7.9,-5.1,22.9,-4.7,-1.8,6.4
O=C(OCC(=O)N1CCOCC1)c1ccccc1Cc1ccccc1,1.1,3.8,8.6,-13.3,-4.2,-169.5,-3.7,13.4,16.0
COc1cccc(N2CCN(C(=O)CN(C)S(=O)(=O)c3ccc4c(c3)CCC(=O)N4)CC2)c1,-2.4,-1.3,-5.6,-10.5,-7.1,31.6,-1.3,-1.3,-1.4
Cc1noc(NS(=O)(=O)c2ccc(NC(=O)c3cnc4scc(C)n4c3=O)cc2)c1C,-1.6,2.2,6.1,15.7,4.0,5.6,-1.9,7.4,8.8
CCN(C(=O)CSc1nnc(C)n1-c1ccccc1)C1CCS(=O)(=O)C1 (configuration not stated),-0.5,-0.3,-16.5,-16.2,4.5,-18.3,-3.4,5.4,3.8
CCC(CC)NC(=O)c1n[nH]c(=O)c2ccccc12,-2.5,-1.0,2.6,7.6,-5.9,-8.4,-1.9,-6.7,25.3
Cc1ccc(-n2c(C)cc(/C=N/NC(=O)CC3(C)OCCO3)c2C)c(C)c1,2.9,-0.5,-4.0,-17.2,-5.4,5.9,3.7,5.6,0.8
Cc1cc(NC(=O)COC(=O)c2cc(S(=O)(=O)N(C)c3ccccc3)ccc2Cl)no1,-1.8,-0.8,7.7,-51.0,5.4,10.7,-1.2,12.8,-15.7
COc1ccccc1/C=N/NC(=O)CO,-6.8,0.1,-4.5,-23.1,-5.4,14.2,-1.7,0.3,-12.4
O=C(COc1ccc([N+](=O)[O-])cc1Cl)Nn1cnnc1,-0.8,1.4,-3.2,11.4,6.0,-9.1,-3.5,16.9,7.0
CCCCS(=O)(=O)c1sc2nc3c(cc2c1N)CCCC3,-2.7,4.0,8.7,5.7,-6.2,-0.8,1.4,-5.5,18.9
C/[N+]([O-])=C\c1cccc(OCCN2CCN(c3ncc(C(F)(F)F)cc3Cl)CC2)c1,-3.7,0.7,3.7,-7.4,-2.1,3.5,-1.3,-5.3,12.1
Cc1csc(NC(=O)c2c(O)c3c(n(CC(C)C)c2=O)CCCC3)n1,0.1,-0.2,0.3,-1.6,5.4,21.5,2.2,-16.1,18.5
CC(=O)c1cccc(NC(=O)CN(C)S(=O)(=O)c2cccc3nsnc23)c1,-7.4,-1.3,15.6,9.3,3.3,14.3,-4.4,8.2,5.8
Cc1cc(C)c(C(=O)C(C)OC(=O)C2=COCCO2)cc1C (configuration not stated),-4.5,0.9,1.4,15.2,12.0,-5.0,1.3,17.7,35.6
Cc1cc(C)c(Nc2ncccc2C(=O)O)c(C)c1,5.7,2.3,-6.4,10.2,1.7,8.7,-4.4,7.3,-1.2

(more compounds)
Compound,UPR XBP1 act,UPR CHOP act,EBI2 antag,APJ antag,CXCR6 block,Mdm2 MdmX PPI,APJ agonist,CCR6 antagonist,tim23-1 inh
CC(=O)COc1cc2c(-c3cc4ccccc4o3)cc(=O)oc2cc1C,-1.0,1.3,24.0,5.4,11.6,27.1,8.7,6.1,15.5
CC[C@@]1(C(=O)OC)N[C@H](CN(C)C(=O)COc2ccccc2)[C@@H]2C(=O)N(Cc3ccccc3)C(=O)[C@@H]21,-1.2,0.7,-11.1,15.0,-2.6,11.9,-1.7,1.2,12.1
O=C(CNc1cccc([N+](=O)[O-])c1)N/N=C/c1ccc(F)cc1,1.4,1.2,23.7,-2.1,4.6,6.2,0.3,-1.0,2.1
CC1C(=O)Nc2ccc(S(=O)(=O)NCc3ccc(Cl)cc3)cc2NC1=O (configuration not stated),-2.2,0.0,-2.4,-0.6,3.0,10.5,-4.7,2.7,3.6
CCN(CC(=O)Nc1ccc(NC(C)=O)cc1)C(=O)CN1C(=O)NC2(CCCC2)C1=O,1.3,0.5,0.5,5.2,3.2,18.6,-1.7,-3.5,8.2
CCOC(=O)C1CCN(C(c2cccc(OC)c2)c2sc3nc(C)nn3c2O)CC1 (configuration not stated),0.2,0.8,-4.4,11.9,4.0,18.6,-3.8,1.3,17.4
CC(=O)N1c2ccc(S(=O)(=O)NC(CC(=O)O)c3ccc(Br)cc3)cc2CC1C (configuration not stated),-3.2,0.8,-4.6,16.8,-9.2,32.7,2.5,-0.3,15.0
Nc1nonc1-c1noc(CCCOc2ccc(Cl)cc2Cl)n1,3.6,-0.9,-0.1,-7.6,-1.4,-3.5,0.4,8.9,-11.2
CCN1CCN(c2cc(C)c3cc(NC(=O)c4ccc(Br)o4)ccc3n2)CC1,2.3,0.2,2.6,4.3,2.2,12.1,-3.3,12.8,0.8
Cc1noc(C)c1COc1ccc(C(=O)OCC(=O)NCCN2C(=O)CSC2=O)cc1,-1.6,-0.3,7.0,10.6,0.8,7.6,-5.1,-1.9,5.7
CCOC(=O)C1=NOC(COc2ccccc2C=O)C1 (configuration not stated),-1.6,1.5,-18.2,8.3,-3.0,-9.9,-2.7,9.3,31.7
O=C(CCC(=O)c1cccs1)NCc1cccc(C(F)(F)F)c1,-1.4,-1.8,-7.0,0.4,1.7,1.9,-1.7,12.7,5.3
Cc1cc(C)c2nc(NC(=O)c3ccc4c(=O)n5c(nc4c3)CCCCC5)sc2c1,5.0,0.6,26.0,19.9,6.0,9.4,-0.7,28.4,3.6
CC(C)(C)OC(=O)[C@H](Cc1ccccc1)NC(=O)c1[nH]cnc1C(=O)Nc1cccc(Cl)c1,4.7,2.0,-41.0,10.5,9.4,70.1*,-5.7,-5.0,11.8
CC(C)c1ccc(C2CC(=O)N3CN(C)CSC3=C2C#N)cc1 (configuration not stated),-6.0,-0.2,7.7,8.7,-1.5,9.9,-2.4,7.6,-7.5
CC(CNCc1ccc2c(c1)OCO2)NCc1ccc2c(c1)OCO2 (configuration not stated),-2.2,-2.2,2.4,-2.1,0.8,-8.3,5.0,14.8,7.3
Cc1cccc(C)c1NC(=O)CCCCCNS(=O)(=O)c1ccccc1,-1.5,0.2,2.7,-15.7,0.6,21.3,-4.3,11.9,3.1
CCOC(=O)N1CCN(C(=O)c2ccccc2NC(=O)c2ccc(F)cc2)CC1,1.6,-2.6,15.3,-2.6,-4.1,-3.9,0.0,1.6,20.3
COCCN1C(=O)/C(=C/c2cc3c(cc2Br)OCO3)NC1=S,-0.3,-1.5,-1.8,-19.8,13.5,4.7,-3.2,30.5,13.4
Cc1ccc(S(=O)(=O)NC(=O)COc2ccccc2C)c(C)c1,-3.9,0.4,0.8,-13.1,-0.6,6.0,-5.1,-3.9,11.8

The listing continues.
Compound,UPR XBP1 act,UPR CHOP act,EBI2 antag,APJ antag,CXCR6 block,Mdm2 MdmX PPI,APJ agonist,CCR6 antagonist,tim23-1 inh
CC(Oc1ccccc1)C(=O)NN1Cc2ccccc2C1=N (configuration not stated),-1.8,-2.8,-8.3,-17.4,-8.1,16.1,-1.6,12.2,-8.8
Oc1c(C(c2cccs2)N2CCC3(CC2)OCCO3)sc2ncnn12 (configuration not stated),-0.6,-0.7,-6.3,4.3,4.9,20.0,-3.3,-12.9,2.2
Cc1cccc2cc(COC(=O)c3ccccc3)c(=O)[nH]c12,1.3,-4.7,-7.2,-7.3,-3.9,-5.2,-2.4,18.1,-8.5
CCOC(=O)N1CCN(C(=O)c2ccc(S(=O)(=O)Nc3ccccc3)cc2)CC1,-1.3,-0.4,-13.1,-2.4,1.2,-12.1,2.8,10.6,15.6
CCC(C)c1ccccc1O (configuration not stated),-0.1,-0.3,8.1,-0.5,8.4,22.8,-3.5,9.6,-9.7
CN(Cc1ccc(Cl)cc1)C(=O)COC(=O)CSc1ccc([N+](=O)[O-])cc1,-2.5,0.2,0.9,-7.2,-17.0,24.6,-1.0,0.7,34.9
O=c1[nH]c2ccccc2nc1Cc1ccccc1,0.4,0.6,-5.2,-14.1,-12.6,-7.9,-3.6,15.4,7.2
CC1CN(CC(O)COc2ccc(C(=O)c3ccccc3)cc2)CC(C)O1 (configuration not stated),-2.6,0.9,-2.0,0.1,6.6,-14.3,4.7,-6.0,11.1
Cc1ccc(-n2ncc(Cl)c2C(=O)NCc2ccccc2)cc1,-4.0,0.6,3.3,-23.0,-5.7,-95.0,0.1,12.3,19.4
O=C(Cn1c(=O)oc2cc(S(=O)(=O)N3CCCCC3)ccc21)N1CCc2ccccc2C1,-0.1,0.3,-5.6,-2.5,7.2,19.8,0.4,1.5,1.0
Cc1cc(=O)n(-c2ccc3ccccc3n2)[nH]1,2.3,-0.7,2.6,6.9,2.1,22.6,-3.3,21.9,11.9
COc1ccc(CC(NC(C)=O)C(=O)NC2CCN(C(=O)Nc3ccccc3Cl)CC2)cc1OC (configuration not stated),0.9,-0.6,-14.5,2.8,-4.0,-3.1,1.4,-4.7,10.7
CNS(=O)(=O)c1ccc2c(c1)NC(=O)C1CCCN21 (configuration not stated),-2.0,-2.6,-6.0,-0.3,-9.5,-9.4,-1.2,0.2,16.8
COc1ccc(NC(=O)CN(C)S(=O)(=O)c2ccc(Br)s2)cc1,-9.4,-2.6,13.2,8.7,-2.8,11.6,-1.2,15.3,16.1
NS(=O)(=O)c1ccc(CNC(=O)c2ccc(C(=O)c3ccccc3)cc2)cc1,-0.5,-2.6,-3.2,-0.8,3.9,7.2,-2.7,9.7,-19.6
O=C(NCc1ccc(OC(F)(F)F)cc1)c1ccc2c(c1)S(=O)(=O)c1ccccc1C2=O,-2.3,-0.3,-13.2,-54.8,3.4,-22.5,11.1,4.6,20.2
Cc1cccc(NC(=O)c2cc(NC(=O)c3ccco3)ccc2N2CCCCC2)c1,5.4,0.1,22.2,14.5,0.6,13.4,-5.9,12.8,6.2
CCOC(=O)c1c(C)[nH]c(C(=O)COc2ccc3c(c2)OCO3)c1C,-1.5,0.9,4.2,-12.9,-4.1,7.0,-4.0,3.8,-6.1

Some of the compounds tested. The share of hits here may be higher or lower than overall.
